TEAD-YAP block = TEAD-YAP interaction inhibition, primary screen, TEAD-YAP interaction inhibitor project, luminescence, HEK-TIYL cells; inhibition, % at 9.12 µM; TEAD-Gal4/YAP UAS-luciferase luminescence; AID 1259422, 2018; actives 1.4% (n = 640,000); in the data active means inhibition above about 32%;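 further: 0% = median of test compound wells and 100% = reference inhibitor wells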
GPR151 activ = activators of human GPR151, primary screen, cell-based, PathHunter beta-arrestin, luminescence | G-protein coupled receptor 151 (Homo sapiens), Q8TDV0 | PathHunter beta-arrestin GPR151 cells | activation, % at 11.2 µM | actives 1% (n = 650,000) | AID 1508602, 2020; in the data active means activation above about 4.9%;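 further: 0% = median of compound wells and 100% = cells with positive control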
Target sequence (Q8TDV0 whole entry, looked up): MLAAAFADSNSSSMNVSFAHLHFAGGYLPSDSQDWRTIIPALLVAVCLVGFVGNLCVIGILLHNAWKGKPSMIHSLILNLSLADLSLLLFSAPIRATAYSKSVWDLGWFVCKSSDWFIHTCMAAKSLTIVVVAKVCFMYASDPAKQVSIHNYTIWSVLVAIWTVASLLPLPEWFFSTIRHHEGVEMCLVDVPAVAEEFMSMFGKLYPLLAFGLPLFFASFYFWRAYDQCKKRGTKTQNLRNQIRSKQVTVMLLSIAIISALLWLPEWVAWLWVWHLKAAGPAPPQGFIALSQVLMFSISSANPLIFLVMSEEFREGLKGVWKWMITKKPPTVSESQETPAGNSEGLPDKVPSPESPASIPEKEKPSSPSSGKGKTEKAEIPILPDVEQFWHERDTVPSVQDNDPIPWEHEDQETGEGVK
MITF primary = MITF inhibitors, primary screen, biochemical, AlphaScreen, human; AlphaScreen MITF homodimerization, bead proximity signal; inhibition, % at 2.6 µM; actives 0.91% (n = 650,000); AID 1259374, 2018; in the data active means inhibition above about 50%;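 further: 0% = vehicle wells with protein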
Target sequence (O75030 whole entry, looked up): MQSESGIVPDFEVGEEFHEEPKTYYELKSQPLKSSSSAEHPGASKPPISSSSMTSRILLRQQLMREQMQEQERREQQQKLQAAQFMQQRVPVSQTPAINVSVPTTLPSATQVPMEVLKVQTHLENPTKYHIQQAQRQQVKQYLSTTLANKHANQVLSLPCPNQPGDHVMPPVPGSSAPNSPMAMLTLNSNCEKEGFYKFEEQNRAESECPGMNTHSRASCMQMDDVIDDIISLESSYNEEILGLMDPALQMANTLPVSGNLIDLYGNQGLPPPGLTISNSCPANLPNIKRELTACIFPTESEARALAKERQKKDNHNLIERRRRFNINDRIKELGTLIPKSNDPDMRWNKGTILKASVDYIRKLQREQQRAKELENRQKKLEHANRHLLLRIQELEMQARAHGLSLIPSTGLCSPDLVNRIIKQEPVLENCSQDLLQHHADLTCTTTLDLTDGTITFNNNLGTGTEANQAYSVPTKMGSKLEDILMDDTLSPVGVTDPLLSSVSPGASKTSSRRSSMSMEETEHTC
FBW7 act = FBW7 E3 ligase activators, primary screen, biochemical, AlphaScreen, human; F-box/WD repeat-containing protein 7 (Homo sapiens), Q969H0; AlphaScreen FBW7–phospho-cyclin E peptide binding, activator screen; actives 0.13% (n = 650,000); AID 1259310, 2017; normalized activity (activation), % at 26.1 µM; in the data active means normalized activity above about 1.9%;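 further: purified mutant Fbw7 with reduced substrate affinity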
An asterisk follows results filed as active.

What do the screens show for `CNC(=O)/C(C#N)=C/c1c(Oc2ccc(C(C)(C)C)cc2)nc2ccccn2c1=O`?
TEAD-YAP block: 8; GPR151 activ: -8.3; MITF primary: 17; FBW7 act: 0.6

How did COc1ccc(S(=O)(=O)N(CC(=O)N2CCN(C)CC2)Cc2ccccc2)cc1C do in these assays?
TEAD-YAP block: -4; GPR151 activ: 2.7; MITF primary: -15; FBW7 act: 0.3

Results for COc1ccc(NC(=O)CCCOc2ccc(Cl)cc2Cl)cc1 ?
TEAD-YAP block: -1; GPR151 activ: -0.4; MITF primary: 0; FBW7 act: 0.0

Results for O=C(c1cnc2n(c1=O)CCS2)N(C1CCCCC1)C1CCCCC1 ?
TEAD-YAP block: 5; GPR151 activ: 1.7; MITF primary: -6; FBW7 act: -0.2

Results for CCN(CC)CCN1C(=O)c2ccccc2NC1c1ccc(F)cc1 (stereo unspecified) ?
TEAD-YAP block: 0; GPR151 activ: -0.2; MITF primary: -9; FBW7 act: -0.2

How did COC(=O)c1ccccc1NC(=O)C1CC=CCC1C(=O)O (stereo unspecified) do in these assays?
TEAD-YAP block: 6; GPR151 activ: -1.5; MITF primary: 27; FBW7 act: 0.8

How did COc1ccc(NC(=O)c2cncc(Br)c2)c(OC)c1 do in these assays?
TEAD-YAP block: -13; GPR151 activ: 2.1; MITF primary: 8; FBW7 act: -0.1

How did O=C(/C=C/c1ccccc1[N+](=O)[O-])Nc1ccc(I)cc1 do in these assays?
TEAD-YAP block: -14; GPR151 activ: 2.4; MITF primary: -3; FBW7 act: -0.1

How did CCNC(=O)c1oc2c(c1C)C(=O)CC(C)(C)C2 do in these assays?
TEAD-YAP block: 4; GPR151 activ: 2.5; MITF primary: 21; FBW7 act: -0.2

How did Cn1c(C(=O)NCCc2c[nH]c3ccccc23)cc2sccc21 do in these assays?
TEAD-YAP block: -96; GPR151 activ: 0.5; MITF primary: 7; FBW7 act: -0.5

Results for CN1CCN(C(=O)c2ccc(-c3nc(NCc4nc5ccccc5[nH]4)c4ncn(CCN5CCCC5=O)c4n3)cc2)CC1 ?
TEAD-YAP block: -9; GPR151 activ: -1.0; MITF primary: -5; FBW7 act: 0.5

How did Oc1ccccc1-c1nc(CCl)no1 do in these assays?
TEAD-YAP block: -2; GPR151 activ: 0.3; MITF primary: -1; FBW7 act: -0.1

How did O=C(COC(=O)C1CC1)NC(=O)C1COc2ccccc2O1 (stereo unspecified) do in these assays?
TEAD-YAP block: 4; GPR151 activ: 2.5; MITF primary: 4; FBW7 act: 0.1

How did COc1ccc(Cc2nnc(SCC(=O)Nc3nccs3)n2C)cc1 do in these assays?
TEAD-YAP block: 5; GPR151 activ: 0.1; MITF primary: 8; FBW7 act: 0.0

How did CCCN1C(=O)C2(/C(=C(\O)c3ccc(C)cc3)C(=O)C(=O)N2CCOC)c2ccccc21 (stereo unspecified) do in these assays?
TEAD-YAP block: 4; GPR151 activ: -0.6; MITF primary: 2; FBW7 act: 0.0

What do the screens show for `N#C/C(=C\c1ccco1)c1nc2c(s1)CCCC2`?
TEAD-YAP block: -12; GPR151 activ: -6.2; MITF primary: -4; FBW7 act: -0.1

What do the screens show for `COc1ccc2ccccc2c1/C=N/NC(=O)c1ccccc1F`?
TEAD-YAP block: -29; GPR151 activ: 0.1; MITF primary: 3; FBW7 act: 0.1

Results for NC(=O)c1nsc(C(=O)N(CC(=O)NCc2ccc(F)cc2)c2ccccc2)c1N ?
TEAD-YAP block: -2; GPR151 activ: -1.3; MITF primary: 14; FBW7 act: 0.1

How did CCN(C(=O)COC(=O)c1ccc([N+](=O)[O-])o1)C1CCCCC1 do in these assays?
TEAD-YAP block: 4; GPR151 activ: 2.1; MITF primary: 18; FBW7 act: 0.5

Results for CC(NC(=O)CN(C)S(=O)(=O)c1cnc[nH]1)c1ccccc1 (stereo unspecified) ?
TEAD-YAP block: -2; GPR151 activ: -0.1; MITF primary: 8; FBW7 act: 0.1

Among those listed so far, five contain four or more nitrogen atoms.
What do the screens show for `CNC(=O)/C(C#N)=C/c1c(Oc2ccc(C(C)(C)C)cc2)nc2ccccn2c1=O`?
TEAD-YAP block: 8; GPR151 activ: -8.3; MITF primary: 17; FBW7 act: 0.6

Results for CN1CCN(C(=O)c2ccc(-c3nc(NCc4nc5ccccc5[nH]4)c4ncn(CCN5CCCC5=O)c4n3)cc2)CC1 ?
TEAD-YAP block: -9; GPR151 activ: -1.0; MITF primary: -5; FBW7 act: 0.5

How did COc1ccc(Cc2nnc(SCC(=O)Nc3nccs3)n2C)cc1 do in these assays?
TEAD-YAP block: 5; GPR151 activ: 0.1; MITF primary: 8; FBW7 act: 0.0

Results for NC(=O)c1nsc(C(=O)N(CC(=O)NCc2ccc(F)cc2)c2ccccc2)c1N ?
TEAD-YAP block: -2; GPR151 activ: -1.3; MITF primary: 14; FBW7 act: 0.1

Results for CC(NC(=O)CN(C)S(=O)(=O)c1cnc[nH]1)c1ccccc1 (stereo unspecified) ?
TEAD-YAP block: -2; GPR151 activ: -0.1; MITF primary: 8; FBW7 act: 0.1

Following part:
How did COC(=O)c1cc(Br)ccc1NC(=O)c1cc(OC)c(OC)c(OC)c1 do in these assays?
TEAD-YAP block: -8; GPR151 activ: 0.8; MITF primary: 9; FBW7 act: 0.0

How did O=C(NCc1ccccn1)C1CCN(C2CCN(C(=O)C3=CCCCC3)CC2)CC1 do in these assays?
TEAD-YAP block: 11; GPR151 activ: 2.0; MITF primary: 3; FBW7 act: 0.0

How did Cc1ccc(CCNC(=O)CC(C)CC2=NS(=O)(=O)c3ccccc3N2)cc1 (stereo unspecified) do in these assays?
TEAD-YAP block: -2; GPR151 activ: 0.7; MITF primary: -3; FBW7 act: 0.1

What do the screens show for `COCCn1c(=NC(=O)CSC(C)=O)sc2ccccc21`?
TEAD-YAP block: 2; GPR151 activ: -1.0; MITF primary: 8; FBW7 act: -0.3

Results for COc1ccc(NC(=O)c2ccco2)cc1NC(=O)COc1ccccc1C ?
TEAD-YAP block: 6; GPR151 activ: -0.9; MITF primary: 9; FBW7 act: 0.5

What do the screens show for `COc1ccc(CC(=O)NCc2cccs2)cc1OC`?
TEAD-YAP block: 0; GPR151 activ: -0.1; MITF primary: 8; FBW7 act: -0.1

Results for CCOC(=O)C1=C(C)N(c2ccccc2)C(=O)NC1c1ccccc1[N+](=O)[O-] (stereo unspecified) ?
TEAD-YAP block: -5; GPR151 activ: 1.5; MITF primary: 10; FBW7 act: 0.1

How did O=S(=O)(/N=C1\Cc2cccc3cccc1c23)c1ccc(Cl)cc1 do in these assays?
TEAD-YAP block: 7; GPR151 activ: 1.2; MITF primary: -12; FBW7 act: 0.0

How did CC(C)(C)c1ccc(C(=O)NCCC(=O)NC2CCCCCC2)cc1 do in these assays?
TEAD-YAP block: -14; GPR151 activ: 1.4; MITF primary: 1; FBW7 act: 0.1

What do the screens show for `Cc1ccc(NS(=O)(=O)c2cccc3cccnc23)cc1C`?
TEAD-YAP block: 2; GPR151 activ: -0.1; MITF primary: -11; FBW7 act: 0.1

What do the screens show for `CC(C)(C)NC(=O)Cn1nnc(-c2ccccc2N)n1`?
TEAD-YAP block: -12; GPR151 activ: -0.3; MITF primary: -4; FBW7 act: 0.1

Results for O=C(c1ccc2cncc(-c3cc4ccccc4o3)c2n1)N1CCC(O)CC1 ?
TEAD-YAP block: -6; GPR151 activ: 1.8; MITF primary: 6; FBW7 act: 0.1

Results for COC(=O)c1c(NC(=O)c2ccc(S(=O)(=O)N3CCOCC3)cc2)sc2c1CC(C)(C)NC2(C)C ?
TEAD-YAP block: 3; GPR151 activ: 1.5; MITF primary: 4; FBW7 act: -0.1

What do the screens show for `C=CCn1c(SCC(=O)NC)nnc1-c1cccs1`?
TEAD-YAP block: -2; GPR151 activ: 2.8; MITF primary: 4; FBW7 act: 0.2

What do the screens show for `CSc1ccc(CC(=O)Nc2nc(-c3ccccn3)cs2)cc1`?
TEAD-YAP block: 18; GPR151 activ: -1.5; MITF primary: 16; FBW7 act: -1.4

How did O=C(NCCCN1CCN(c2ccccc2)CC1)c1nnc(Cc2ccc(F)cc2)o1 do in these assays?
TEAD-YAP block: 0; GPR151 activ: 3.5; MITF primary: -1; FBW7 act: -0.2

Results for COc1ccc(OC)c(S(=O)(=O)ON2C(=O)c3ccccc3C2=O)c1 ?
TEAD-YAP block: 1; GPR151 activ: -0.5; MITF primary: 9; FBW7 act: -0.1

How did CC(=O)c1cccc(NC(=O)NNC(=O)c2cc3sccc3[nH]2)c1 do in these assays?
TEAD-YAP block: 1; GPR151 activ: -0.1; MITF primary: 5; FBW7 act: 0.2

Results for COc1ccc(S(=O)(=O)NCCC(=O)NC2CCCC2)cc1 ?
TEAD-YAP block: -7; GPR151 activ: -0.6; MITF primary: -5; FBW7 act: 0.0

What do the screens show for `CCN1CCc2c(sc(NC(=O)c3ccc(S(=O)(=O)N4CCCCC4)cc3)c2C(=O)OC)C1`?
TEAD-YAP block: -3; GPR151 activ: -1.0; MITF primary: -11; FBW7 act: 0.0

How did O=C(CSCc1ccc([N+](=O)[O-])cc1)N/N=C/c1ccncc1 do in these assays?
TEAD-YAP block: -2; GPR151 activ: 0.1; MITF primary: 9; FBW7 act: 0.2

Results for C/C(=N\N=C(/N)SC1CC(=O)N(c2ccc(C(=O)O)cc2)C1=O)c1ccc(Cl)cc1 (stereo unspecified) ?
TEAD-YAP block: 1; GPR151 activ: 0.6; MITF primary: -9; FBW7 act: 0.5

Results for COc1ccc(N2CC(NC(=O)c3c(F)cccc3F)CC2=O)cc1 (stereo unspecified) ?
TEAD-YAP block: -3; GPR151 activ: -0.3; MITF primary: 10; FBW7 act: -0.1

What do the screens show for `Cc1nc(Cc2nnc(SCC(=O)N3CCc4ccccc43)o2)cs1`?
TEAD-YAP block: 12; GPR151 activ: -0.1; MITF primary: 10; FBW7 act: 0.5

What do the screens show for `COc1ccc(NC(=O)C2C3NC(=S)N(c4ccc(Cl)cc4)C2(C)Oc2ccc(OC)cc23)cc1` (stereo unspecified)?
TEAD-YAP block: 0; GPR151 activ: 1.2; MITF primary: 8; FBW7 act: -0.7

Results for CCn1cc(SCC(=O)Nc2cc(C(F)(F)F)ccc2Cl)c2ccccc21 ?
TEAD-YAP block: 5; GPR151 activ: -1.2; MITF primary: -2; FBW7 act: 0.0

What do the screens show for `CCOc1cccc(C2CC(=O)NC3=C2C(=O)CC(c2ccc(OC)cc2)C3)c1` (stereo unspecified)?
TEAD-YAP block: 7; GPR151 activ: -1.1; MITF primary: 24; FBW7 act: 0.7

How did Cc1csc(SCc2ccccc2C(=O)O)n1 do in these assays?
TEAD-YAP block: -8; GPR151 activ: 2.5; MITF primary: -2; FBW7 act: 0.0

Results for NC(=O)c1ccccc1NC(=O)Nc1cccc([N+](=O)[O-])c1 ?
TEAD-YAP block: -11; GPR151 activ: -1.8; MITF primary: -2; FBW7 act: -0.1

Results for OCCC1CCCCN1c1ccnc2c(-c3cccc(CO)c3)cnn12 (stereo unspecified) ?
TEAD-YAP block: 20; GPR151 activ: -0.8; MITF primary: -8; FBW7 act: -0.2

Results for COc1ccc2cc(C3(C)NC(=O)N(CC(=O)Nc4ccccc4C)C3=O)ccc2c1 (stereo unspecified) ?
TEAD-YAP block: -7; GPR151 activ: 0.6; MITF primary: -2; FBW7 act: -0.8

Results for Cc1ccc2c(c1)CN(CC(=O)NCc1csc(C)n1)CC(c1ccsc1)O2 (stereo unspecified) ?
TEAD-YAP block: 8; GPR151 activ: 0.1; MITF primary: 3; FBW7 act: -0.1

What do the screens show for `O=C(Cc1ccccc1)Nc1ncc(S(=O)(=O)c2ccc([N+](=O)[O-])cc2)s1`?
TEAD-YAP block: -1; GPR151 activ: -0.7; MITF primary: -3; FBW7 act: -0.1

How did CCOC(=O)NCCc1cccc(Cl)c1 do in these assays?
TEAD-YAP block: -15; GPR151 activ: -0.4; MITF primary: 0; FBW7 act: 0.1

What do the screens show for `C=CCNC(=O)/C(=C\c1ccc(F)cc1)NC(=O)c1ccco1`?
TEAD-YAP block: -2; GPR151 activ: 0.5; MITF primary: 10; FBW7 act: 0.0

Results for COc1ccc(OC)c(-c2csc3nnc(SCC(=O)NCc4ccccc4)n23)c1 ?
TEAD-YAP block: 0; GPR151 activ: 1.7; MITF primary: -12; FBW7 act: 0.1

Results for O=c1c2ccccc2nc(SCc2c(F)cccc2F)n1Cc1ccco1 ?
TEAD-YAP block: 2; GPR151 activ: -2.1; MITF primary: 6; FBW7 act: 0.5

Results for C=CCOc1ccccc1CNc1cc(OC)ccc1OC ?
TEAD-YAP block: 2; GPR151 activ: 0.4; MITF primary: 15; FBW7 act: 1.6

Results for C/C(CC(=O)Nc1ccc(F)cc1)=N\NC(=O)c1ccc(F)cc1 ?
TEAD-YAP block: -39; GPR151 activ: -0.5; MITF primary: 4; FBW7 act: -0.1

What do the screens show for `CC(C)[C@H](NS(=O)(=O)c1ccc2c(c1)OCCO2)C(=O)Nc1ccccc1`?
TEAD-YAP block: 6; GPR151 activ: -1.4; MITF primary: 18; FBW7 act: 0.4

A section from further up, for reference:
How did O=C(CSCc1ccc([N+](=O)[O-])cc1)N/N=C/c1ccncc1 do in these assays?
TEAD-YAP block: -2; GPR151 activ: 0.1; MITF primary: 9; FBW7 act: 0.2

Results for C/C(=N\N=C(/N)SC1CC(=O)N(c2ccc(C(=O)O)cc2)C1=O)c1ccc(Cl)cc1 (stereo unspecified) ?
TEAD-YAP block: 1; GPR151 activ: 0.6; MITF primary: -9; FBW7 act: 0.5

Compound activity from PubChem BioAssay.
